A-T KAP1 phos = qHTS Assay for Identifying a Potential Treatment of Ataxia-Telangiectasia. […] A-T fibroblasts, KAP-1 phosphorylation AlphaLISA; neocarzinostatin DNA damage 30 min before lysis. Potency, µM (highest dose often 57.5 µM), inactives show at the highest dose activation, hits mostly activators. 320,000 compounds, 0.19% hits; also: potency is read from the fitted curve at half-maximal effect; % of control where 0% means no effect; nearly all actives have a fitted effect of over 45% in size
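ATM-like activity read as KAP-1 phosphorylation via AlphaLISA donor/acceptor antibody pairs after lysis and 6 hr at 25C. Cells were ATM-null patient fibroblasts ([…], hTERT), dosed 60 min, then exposed to the DSB inducer NCS for 30 min.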
TCR act = Activators of T cell receptors: qHTS campaign. primary human leukocytes, anti-CD3, IL-2 HTRF, 48 h. 330,000 tested, under 10 active. AID 504894, 2011. Potency, µM (highest dose often 9.22 µM), for the others: top-dose activation of IL-2 secretion, usual class: activators; also: % of control where 0% means no effect
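48 hr co-incubation of compounds, a-CD3 beads and primary human leukocytes; IL-2 quantified homogeneously by HTRF with anti-IL-2 K and d2 conjugates.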
Mito fusion yeast = qHTS Assay for Small Molecule Inhibitors of Mitochondrial Division or Activators of Mitochondrial Fusion; S. cerevisiae fusion-defective mutant growth rescue, CellTiterGlo 48 h; Potency, µM (top dose mostly 46.1 µM), inactives show at the highest dose growth rescue (activation), usual class: activators; 320,000 compounds, 0.23% hits; AID 485298, 2010;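 also: potency is read from the fitted curve at half-maximal effect; % of control where 0% means no effect; nearly all actives have a fitted effect of over 45% in size; temperature-sensitive fusion mutants such as fzo1-1 at 37 °C on non-fermentable ethanol glycerol medium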
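Growth-rescue viability read-out: after 48 h at the non-permissive 37C in glycerol/ethanol YPEG, yeast mitochondrial fusion mutants are measured by CellTiterGlo luminescence; compounds (23 nl pinned per well) restoring growth score as division inhibitors or fusion activators.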
USP2a inh = qHTS Assay for Inhibitors of Ubiquitin-specific Protease USP2a Using CHOP2 as the Reporter. Potency, µM (top dose mostly 38.3 µM), inactives show at the highest dose activity change, negative = inhibition, hits mostly inhibitors. USP2 core, Ub-CHOP2 coupled fluorogenic reporter, 485/531. 330,000 compounds, 0.01% hits;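 also: potency is read from the fitted curve at half-maximal effect; plate controls were DMSO wells for no effect and full inhibition by NEM control for full effect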
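Deubiquitinase activity read as fluorescence (485/531 nm) after Ub-CHOP2 cleavage activates the enterokinase reporter on its substrate; USP2 core 10nM, Ub-CHOP2 and substrate 25nM each, 30min compound preincubation then 60min RT; data normalized to NEM, curves fitted.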
TSHR antagonist = Antagonists of the Thyroid Stimulating Hormone Receptor: HTS campaign; Thyrotropin receptor (Homo sapiens), P16473; TSHR-expressing cells, TSH-stimulated cAMP HTRF, 2 h; active compounds read low; activity change, negative = inhibition, % at 11.5 µM; 330,000 compounds, 0.2% hits; AID 504810, 2011;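 active = activity change below a set negative limit, meaning inhibition stronger than a set level, cut at about -70% in these data; inconclusive = activity change between two set negative limits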; also: % is scaled to controls: 0 for no effect and ±100 for the full control effect
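TSHR-expressing cells were treated with compounds, then stimulated with TSH at EC80 (4nM final) for 2 hours at 37 deg C. Cellular cAMP was measured by HTRF competition between lysate cAMP and cAMP-d2 for a cryptate-labelled anti-cAMP antibody.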
ELG1 repair inh = qHTS screen for small molecules that inhibit ELG1-dependent DNA repair in human embryonic kidney (HEK293T) cells expressing luciferase-tagged ELG1. AID 504467, 2011. Potency, µM (top dose mostly 46.1 µM), without a hit: at the top dose activity change, negative = inhibition, actives largely listed as inhibitors. 330,000 compounds, 2.3% hits. HEK293T ELG1-luciferase reporter, luminescence, 16 h; DNA damage induced by 5-fluorouridine; also: potency is read from the fitted curve at half-maximal effect; % is scaled to controls: 0 for no effect and ±100 for the full control effect; nearly all actives have a fitted effect of over 55% in size
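Quantitative HTS, concentration-response format. 2,000 cells/well co-treated with 5-fluorouridine and compound, 16 hr in 5% CO2 at 37 °C; ONE-Glo luminescence read after 30 min.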
TRPV1 agonist = HTS Assay for Compounds that Act as Agonists of the Vanilloid Receptor 1; Transient receptor potential cation channel subfamily V member 1 (Homo sapiens), Q8NER1; TRPV1-expressing cells, Fluo-8 calcium influx, agonist mode; activation, % at 8.33 µM; 320,000 compounds, 0.19% hits; AID 540275, 2011; in the data active = activation above about 80%; inconclusive = between about 30% and that limit; also: 0% is about no effect
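Cells expressing TRPV1 were dye-loaded with Fluo-8 and read kinetically: 10 s baseline, 3 min after compound (agonist portion), then 2 min after EC20 capsaicin (allosteric enhancer portion). Calcium-bound dye fluorescence at 480/520 nm.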
hERG WT inh = qHTS for Inhibitors of KCHN2 3.1: Wildtype qHTS; U2OS, BacMam KCNH2, thallium flux FluxOr; active compounds read low; activity change, % at 1.84 µM; 340,000 compounds, 0.37% hits;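 active = maximum activity change below -70%; inconclusive = maximum activity change between -70% and -50%; inactive = maximum activity change above -50%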; also: % is scaled to controls: 0 for no effect and ±100 for the full control effect
Target sequence (Q12809 whole entry, looked up): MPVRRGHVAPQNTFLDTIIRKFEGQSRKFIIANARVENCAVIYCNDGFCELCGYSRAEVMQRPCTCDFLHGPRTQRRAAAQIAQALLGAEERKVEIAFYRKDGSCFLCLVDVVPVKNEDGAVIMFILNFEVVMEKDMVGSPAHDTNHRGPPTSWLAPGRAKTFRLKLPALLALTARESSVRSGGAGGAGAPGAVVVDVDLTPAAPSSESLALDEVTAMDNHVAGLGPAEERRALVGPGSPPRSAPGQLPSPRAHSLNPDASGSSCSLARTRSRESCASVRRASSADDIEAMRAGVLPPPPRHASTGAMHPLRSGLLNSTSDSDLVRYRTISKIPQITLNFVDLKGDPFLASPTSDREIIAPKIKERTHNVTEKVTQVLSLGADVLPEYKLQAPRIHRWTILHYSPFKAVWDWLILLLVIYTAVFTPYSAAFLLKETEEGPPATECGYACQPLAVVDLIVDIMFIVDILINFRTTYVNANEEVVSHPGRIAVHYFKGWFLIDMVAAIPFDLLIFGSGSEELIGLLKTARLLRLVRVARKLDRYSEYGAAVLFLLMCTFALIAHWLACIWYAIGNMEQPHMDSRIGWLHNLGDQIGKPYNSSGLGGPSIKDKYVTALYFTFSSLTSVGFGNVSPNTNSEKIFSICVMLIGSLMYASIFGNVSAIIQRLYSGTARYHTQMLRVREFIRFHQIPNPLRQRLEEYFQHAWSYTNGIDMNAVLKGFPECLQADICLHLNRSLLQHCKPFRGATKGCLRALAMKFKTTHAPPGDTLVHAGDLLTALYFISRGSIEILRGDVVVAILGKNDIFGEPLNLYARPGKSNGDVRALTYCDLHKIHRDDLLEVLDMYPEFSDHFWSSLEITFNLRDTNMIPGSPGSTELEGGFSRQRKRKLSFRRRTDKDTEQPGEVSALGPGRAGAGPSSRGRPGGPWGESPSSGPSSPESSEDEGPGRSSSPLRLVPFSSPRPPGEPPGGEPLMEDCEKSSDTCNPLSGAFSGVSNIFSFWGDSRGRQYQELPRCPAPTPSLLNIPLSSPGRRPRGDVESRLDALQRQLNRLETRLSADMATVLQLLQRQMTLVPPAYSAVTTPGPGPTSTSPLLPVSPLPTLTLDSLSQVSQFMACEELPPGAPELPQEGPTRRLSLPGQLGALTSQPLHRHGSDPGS
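U2OS cells transduced with wild-type KCNH2 virus are loaded with FluxOr dye for 45 min, and thallium flux is measured in kinetic reads before and after stimulation buffer. Rate constants are normalized to DMSO controls.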
KCNH2 3.1 block = qHTS for Inhibitors of KCHN2 3.1: Mutant qHTS | Potassium voltage-gated channel subfamily H member 2, brain isoform KCNH2 3.1 (human) | U2OS KCNH2 3.1, thallium flux FluxOr; active compounds read low | activity change, % (tested at about 1.8 µM) | 340,000 compounds, 0.95% hits | AID 720553, 2013;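 active = maximum activity change below -70%; inconclusive = maximum activity change from -70% to -50%; inactive = maximum activity change above -50%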;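 also: thallium influx rate constant from kinetic fluorescence after stimulation buffer; % is scaled to controls: 0 for no effect and ±100 for the full control effect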
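Measured as rate of thallium-driven FluxOr signal in transduced U2OS cells carrying the 3.1 channel, read kinetically for 2 min upon stimulation; values are rate constants scaled to DMSO control wells.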
Eya2 inh = qHTS Assay for Inhibitors of the Phosphatase Activity of Eya2. Protein phosphatase EYA2 (Homo sapiens), O00167. recombinant Eya2, OMFP fluorescence dephosphorylation (OMFP is methylfluorescein phosphate). Potency, µM (highest dose often 76.9 µM), for inactives: top-dose activity, negative = inhibition, usual class: inhibitors. 330,000 compounds, 0.006% hits; also: potency is read from the fitted curve at half-maximal effect; % is scaled to controls: 0 for no effect and ±100 for the full control effect
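Eya2 protein (added as 0.2 uM solution) was preincubated with compound for 10 min at ambient temperature in 50 mM HEPES pH 7.5, 50 mM NaCl, 5 uM MgCl2, 0.05% BSA, 1 mM DTT. OMFP (added at 50 uM) then reacted 10 min; fluorescence read at 485/525 nm.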
* hit, by the source's call; ? = inconclusive; . = no result given; [ ] = another dose, or the depositor's remark. Unless noted, calls follow the shape of the dose curve; as a rule, active = well fitted curve in the direction sought with a large enough effect; inconclusive = small, poorly fitted or top-dose-only effect, or another doubt; inactive = no such curve, though single readings can be large; an effect the other way counts as inactive or inconclusive. Only part of the results is shown (hit frequency here may not be typical).

Order of results: TSHR antagonist	KCNH2 3.1 block	A-T KAP1 phos	Mito fusion yeast	TCR act	USP2a inh	hERG WT inh	TRPV1 agonist	ELG1 repair inh	Eya2 inh
- Cc1ccccc1NC(=O)c1ccc(CN2CC(=O)N3CCCCC3C2=O)cc1 (configuration not stated)
    -6	17	2%	3%	2%	0%	0	-8	10%	10%
- C/C(=N\NC(N)=O)C1CC(Cc2ccccc2)C(=O)O1 (configuration not stated)
    -1	15	4%	3%	-1%	3%	-1	-4	0%	-11%
- O=C(N/N=C/c1ccc2c(c1)OCO2)C1COc2ccccc2O1 (configuration not stated)
    -24	-5	1%	3%	-4%	-1%	1	10	-15%	3%
- Cc1cc2c(nn1)CCc1c-2no[n+]1[O-]
    -5	3	4%	-7%	0%	6%	8	0	-13%	13%
- CCCOC(=O)c1ccc(NC(=O)c2ccc(Br)o2)cc1
    -21	5	0%	22µM*	-1%[46.1 µM]	-2%	-2	?	?	-8%
- O=C1C=C(NCCN2CCOCC2)C(=O)c2cnccc21
    30	.	?	-19%	.	3%	.	5	4.1µM*	-13%
- N#Cc1cc(Oc2ccc3ccccc3c2)c(-n2nnc3ccccc32)cc1C#N
    -2	-16	0%	2%	1%	1%	3	0	-16%	-15%
- CC(C)(C)NC(=O)NC(=O)COC(=O)C1(C)CC1(Cl)Cl (configuration not stated)
    3	18	-1%	3%	1%	0%	-3	2	19%	-2%
- NC(=O)C1CCN(C(=O)c2cc(Cl)c3c(c2)OCCO3)CC1
    10	-12	-45%	.	-3%[46.1 µM]	2%	7	.	?	7%
- OCCN1CCN(Cc2cccc(Oc3ccc(Cl)cc3)c2)CC1
    -3	-22	2%	-2%	0%	4%	16	-2	-2%	9%
- COc1ccc2[nH]cc(C(=O)CNc3nc(C)cs3)c2c1
    0	-27	2%	1%	-4%	-2%	-1	0	?	2%
- CCn1cc([N+](=O)[O-])nc1C
    -5	-8	5%	-2%	-2%[46.1 µM]	-5%	-2	-6	0%	4%
- CCN(CC)S(=O)(=O)c1cccc(C(=O)N/N=C/c2cc(OC)c(O)c(OC)c2)c1
    -4	3	1%	0%	-9%[46.1 µM]	-1%	25	28	2%	3%
- Cc1sc2ncnc(SCC(=O)c3ccc(Cl)s3)c2c1C
    11	.	3%	3%	.	0%	.	3	21%	8%
- O=C1CS/C(=N/N=C/c2ccco2)N1Cc1ccc(F)cc1
    -4	-6	7%	5%	6%	4%	0	1	-9%	-1%
- COCCn1c(SCC(=O)NNC(=O)Cc2ccccc2)nc2ccccc2c1=O
    1	-15	-4%	-2%	-5%	0%	-2	-7	-1%	-9%
- O=C(NCc1ccc(F)cc1)c1cccc2c1C(=O)c1ccc(N3CCC(Cc4ccccc4)CC3)cc1S2(=O)=O
    3	-18	-2%	.	3%	2%	-17	.	?	8%
- COc1ccc(-c2ccc3c(c2)S(=O)(=O)c2cccc(C(=O)NCCOc4ccccc4Cl)c2C3=O)cc1OC
    7	-11	18%	.	-1%	-1%	-4	.	25%	3%
- O=C(C1CCN(S(=O)(=O)c2ccc(F)cc2)CC1)N1CCCC(C(F)(F)F)C1 (configuration not stated)
    0	0	-1%	2%	-2%	1%	-4	1	8%	-7%
- CCCCn1c(CCC(=O)O)nc2cc(S(=O)(=O)N(C)C)ccc21
    4	-3	-2%	8%	.	1%	3	1	6%	-1%
- CC1(C)OC(=O)C(=CNc2ccc(F)cc2)C(=O)O1
    -4	-2	4%	-3%	-1%	5%	-11	6	?	10%
- COc1ccc(N=Cc2[nH]c3ccccc3c2O)cc1
    7	8	2%	2%	4%	1%	7	0	?	-6%
- CCCC(c1nnnn1Cc1cccs1)N1CCN(c2ccc(OC)cc2)CC1 (configuration not stated)
    ?	2	-2%	24%	2%	1%	18	9	?	1%
- COc1ccc(-n2cnnc2SCc2csc(-c3ccccc3)n2)cc1
    -3	16	10%	6%	4%	-5%	12	14	-14%	-11%
- O=C(COC(=O)c1cc(-c2cccs2)nn1-c1ccccc1)Nc1ccc(Cl)c([N+](=O)[O-])c1
    -4	-22	7%	9%	6%[46.1 µM]	2%	-50	3	-5%	-23%
- COc1c2ccoc2nc2c(OC)cccc12
    21	-12	.	-2%	6%	12%	-2	-8	?	7%
- Clc1ccc(C2=Nc3cc(Cl)ccc3OC2)cc1
    -9	-7	6%	3%	-6%	0%	1	0	?	-9%
- CCOC(=O)c1nnsc1Nc1ccc(C)c(C)c1
    0	25	3%	-8%	5%	5%	4	?	?	-3%
- COc1ccc(OCCn2nnc(-c3ccc(Cl)cc3)n2)cc1
    9	3	-1%	-10%	-6%[46.1 µM]	3%	-6	-2	?	6%
- Cc1cccc2c1NC(=O)C21OCC(CO)([N+](=O)[O-])CO1 (configuration not stated)
    -3	17	-20%	1%	5%	-1%	8	4	?	-3%
- O=C(CCc1ccc(O)c(O)c1)NNC(=S)NCCc1ccccc1
    16	4	-8%	-2%	-4%[46.1 µM]	0%	-2	1	-6%	2%
- COCCOC(=O)c1c(C)oc2ccc(OC(=O)COc3c(F)c(F)c(F)c(F)c3F)cc12
    9	-2	-5%	-4%	5%	1%	-7	-1	?	0%
- CC(C)Cc1nc2oc3c(NCC(C)O)ncnc3c2c2c1CCCC2 (configuration not stated)
    -15	14	5%	22%	7%	0%	0	24	15µM*	0%
- O=C(N/N=C/c1cccnc1)c1ccc(O)cc1
    -4	13	-12%	-4%	2%	5%	1	26	28%	3%
- Cc1cccc(-n2nc3c(c2NC(=O)c2ccco2)CSC3)c1C
    -5	-11	-3%	2%	1%	1%	4	7	13%	5%
- O=C(CCCOc1ccccc1)Nc1nc2ccccc2[nH]1
    0	-7	8%	-6%	2%	10%	2	4	?	15%
- c1ccc(OCCCn2nnc(-c3cccnc3)n2)cc1
    0	4	7%	1%	-1%	1%	-15	0	4%	7%
- CC(CCc1ccccc1)NC(=O)COC(=O)c1cccc(N(C)C)c1 (configuration not stated)
    4	-7	-16%	-15%	1%	-1%	-1	24	-2%	?
- Cc1ccc(-c2cc(C(F)F)n3ncc(C(=O)NN4CCCCC4)c3n2)cc1
    -5	-4	-2%	-4%	-19%	1%	5	5	?	7%
- CCc1ccc(S(=O)(=O)/N=C2\C=CC(=O)c3ccccc32)cc1
    20	.	-4%	10%	.	4%	.	-4	?	7%
- CCOC(=O)C1CCN(CCC(=O)Nc2ccc(C)cc2)CC1
    -4	13	-1%	-3%	-3%	-3%	9	3	4%	8%
- O=C(CNC(=O)c1cccs1)OCc1ccc(Cl)cc1
    -5	16	3%	-5%	-5%	2%	-2	8	-5%	-21%
- COC(=O)CCC(=O)Nc1ccc(S(=O)(=O)N2CCCCCC2)cc1
    -2	.	4%	-2%	-8%	1%	0	27	10%	-7%
- COc1ccccc1CC(=O)Nc1ccc(-c2noc(COc3ccc(Br)cc3)n2)cc1
    -9	-20	10%	6%	-6%	6%	1	-1	15%	-32%
- Cc1nc(SCc2c(F)cccc2Cl)c2c(=O)n(C)c(=O)n(C)c2n1
    -4	15	6%	5%	-133%	0%	5	0	10%	-5%
- CCN(CC)c1ccc2cc(C#N)c(=O)oc2c1
    7	12	5%	0%	-4%	3%	-1	11	10%	17%
- Cc1ccc(Cn2nc(C)cc2C(=O)Nc2ccc(Cl)cc2)cc1
    -11	5	5%	4%	1%	-2%	-4	?	?	-28%
- COc1cc(OC)cc(-c2nnc(NC(=O)CCS(=O)(=O)c3ccccc3)o2)c1
    0	-11	17%	0%	4%	0%	1	-4	-20%	-8%

Source: PubChem (National Center for Advancing Translational Sciences (NCATS))
